TR SRC2 fluor cs: alters Texas Red total fluorescence, flagging assay interference; TRb/SRC2 Texas Red total fluorescence interference; Potency, µM (titrated, usually from 106 µM), for the others: at the highest dose fluorescence change, negative = quenching; hit rate 0.29% among 280,000; AID 1479; active = well fitted curve in either direction with a large enough effect; inconclusive = small, poorly fitted or top-dose-only effect; also: % is scaled to controls: 0 for no effect and ±100 for the full control effect
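Human TRβ ligand-binding domain (0.6 uM) and Texas Red SRC2 peptide (20 nM) in Tris buffer with 1 uM T3 and 5% DMSO were incubated with pinned compound for 5 hr at ambient temperature. Total fluorescence was computed as S + 2P (555/632 nm).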
ALDH1A1 block: inhibitors of human aldehyde dehydrogenase 1A1; P00352; Purified ALDH1A1, NADH fluorescence, propionaldehyde substrate; Potency, µM (titrated, usually from 75.3 µM), inactives show top-dose activity, negative = inhibition, hits mostly inhibitors; hit rate 7.3% among 220,000; active = well fitted inhibition curve with a large enough effect, not every such curve was filed as active; inconclusive = small, poorly fitted or top-dose-only effect, or another doubt; inactive = no such curve, though single readings can be large or run the other way;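 also: plate controls were no enzyme wells and a reference inhibitor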
Target sequence (P00352 whole entry, looked up): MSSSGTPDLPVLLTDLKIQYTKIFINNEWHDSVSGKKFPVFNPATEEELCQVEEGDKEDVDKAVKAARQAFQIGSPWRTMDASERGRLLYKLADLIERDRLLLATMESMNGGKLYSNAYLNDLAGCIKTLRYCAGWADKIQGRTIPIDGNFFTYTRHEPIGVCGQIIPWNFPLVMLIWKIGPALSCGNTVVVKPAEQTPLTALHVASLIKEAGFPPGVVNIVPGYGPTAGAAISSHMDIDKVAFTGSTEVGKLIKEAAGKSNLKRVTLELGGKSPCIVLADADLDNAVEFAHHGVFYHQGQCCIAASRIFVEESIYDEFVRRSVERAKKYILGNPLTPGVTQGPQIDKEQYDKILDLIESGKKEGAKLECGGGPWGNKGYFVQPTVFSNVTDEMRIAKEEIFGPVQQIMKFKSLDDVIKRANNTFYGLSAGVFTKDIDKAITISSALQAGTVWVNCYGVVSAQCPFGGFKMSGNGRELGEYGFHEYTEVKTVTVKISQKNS
RECQ1 helicase: RECQ1 (human) helicase inhibition; P46063; RECQ1 DNA unwinding, red fluorescence kinetic read; Potency, µM (titrated, usually from 57.3 µM), for inactives: at the top dose activity, negative = inhibition, usual class: inhibitors; hit rate 0.54% among 240,000; AID 2549;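 also: plate controls were vehicle for no effect and no enzyme for full effect; nearly all actives have a fitted effect of over 30% in size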
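50 nM RECQ1T1 preincubated 15 min with compound in Tris pH 8.0 buffer with MgCl2, DTT, Tween-20 and 2.5 ug/ml poly(dI-dC); started with 200 nM TAMRA/BHQ-2 forked duplex and 2 mM ATP. Unwinding read as fluorescence (525/598 nm), two reads 2 h apart.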
LMNA splice mod: changes lamin A minigene splicing in HeLa cells. HeLa LMNA splicing GFP/RFP minigene ratio, 48 h. Potency, µM (titrated, usually from 46.1 µM), for the others: top-dose ratio change, negative = inhibition, actives largely listed as inhibitors. hit rate 0.01% among 200,000; active = well fitted inhibition curve with a large enough effect in the signal ratio, with a control signal flat, not every such curve was filed as active; inconclusive = small, poorly fitted or top-dose-only effect, or effect the other way, or a change in a side signal; the % refers to the signal ratio; also: % is scaled to controls: 0 for no effect and ±100 for the full control effect
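S3 HeLa stable clones carrying a lamin A-EGFP splicing minigene plus DsRed2 were seeded at 600 cells/well in Opti-MEM with 2% FBS, pin-dosed and incubated 48 h at 37°C. Acumen cytometry (488 nm) gave the GFP/RFP total-intensity ratio.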
RGS12 GoLoco inh: RGS12 GoLoco-Gai1 interaction inhibition; Potency, µM (series often up to 61.6 µM), for inactives: at the top dose activity, negative = inhibition, hits mostly inhibitors; hit rate 0.44% among 230,000; AID 880; Gai1:RGS12 GoLoco peptide FP, rhodamine, 10 min; active = well fitted inhibition curve with a large enough effect, not every such curve was filed as active; inactive = no such curve, though single readings can be large or run the other way; also: % is scaled to controls: 0 for no effect and ±100 for the full control effect; nearly all actives have a fitted effect of over 30% in size; many of its hits are not listed in these tables
Target sequence (P63096 whole entry, looked up): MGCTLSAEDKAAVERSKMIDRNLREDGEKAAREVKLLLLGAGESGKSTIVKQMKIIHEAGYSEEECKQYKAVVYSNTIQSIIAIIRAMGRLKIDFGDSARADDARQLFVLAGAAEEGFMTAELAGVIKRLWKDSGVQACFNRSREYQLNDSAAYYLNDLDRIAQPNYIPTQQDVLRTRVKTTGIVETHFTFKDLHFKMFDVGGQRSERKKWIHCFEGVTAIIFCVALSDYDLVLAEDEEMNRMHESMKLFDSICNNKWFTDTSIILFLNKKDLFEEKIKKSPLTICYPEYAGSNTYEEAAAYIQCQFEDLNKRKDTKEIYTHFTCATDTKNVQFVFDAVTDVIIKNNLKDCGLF
TRb SRC2 PPI: disrupts binding of human TR beta to SRC2; P10828; Potency, µM (doses to about 106 µM), without a hit: top-dose activity change, negative = inhibition, most hits filed as inhibitors; hit rate 0.065% among 280,000; TRbeta-SRC2 peptide binding, fluorescence polarization; receptor liganded with 1 µM T3; AID 1469;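 also: plate controls were bound peptide for no effect and peptide without receptor for full effect; nearly all actives have a fitted effect of over 50% in size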
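TRb LBD 0.6 uM + Texas Red SRC2 peptide 20 nM, 1 uM T3, Tris buffer w/ 5% DMSO; compound pinned, 5 h RT; FP read ex 555/em 632; normalized to unbound and bound controls.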
SMN2 splice up: SMN2 splice variant enhancement | HEK293 SMN2-luciferase splicing reporter, luminescence, 30-36 h | Potency, µM (highest dose often 46.1 µM), inactives show top-dose activity change, positive = activation, hits mostly activators | hit rate 2.8% among 210,000 | AID 1458; also: % of control where 0% means no effect; nearly all actives have a fitted effect of over 55% in size
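HEK293 cells carry an SMN2 […]–luciferase reporter in which exon 7 inclusion puts luciferase in frame. Cells were plated 10-12 h before compound addition, then incubated 30-36 h at 37C. ONE-Glo luminescence was read; sodium butyrate at 4.5 mM final served as control.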
JMJD2E inh: JMJD2E (human) inhibition; JMJD2E catalytic domain, FDH-coupled NADH fluorescence (FDH is formaldehyde dehydrogenase); hit rate 1.6% among 230,000; B2RXH2; AID 2147; Potency, µM (series often up to 57.1 µM), without a hit: at the highest dose activity change, negative = inhibition, actives largely listed as inhibitors; active = well fitted inhibition curve with a large enough effect, not every such curve was filed as active; inconclusive = small, poorly fitted or top-dose-only effect, or another doubt; inactive = no such curve, though single readings can be large or run the other way;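 also: 0% = wells with enzyme and -100% = buffer wells without enzyme; nearly all actives have a fitted effect of over 50% in size; many of its hits are not listed in these tables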
The depositor's hits bear a star; i = inactive; ? = inconclusive; · = not tested or not shown; & = joins results of further samples; [ ] = dose if it differs, or a comment. Unless noted, calls follow the shape of the dose curve; as a rule, active = well fitted curve in the direction sought with a large enough effect; inconclusive = small, poorly fitted or top-dose-only effect, or another doubt; inactive = no such curve, though single readings can be large; an effect the other way counts as inactive or inconclusive. Potency is read from the fitted curve at half-maximal effect.

SMILES	TR SRC2 fluor cs	ALDH1A1 block	RECQ1 helicase	LMNA splice mod	RGS12 GoLoco inh	TRb SRC2 PPI	SMN2 splice up	JMJD2E inh
Cc1ccc(CN(C(=O)c2ccco2)C(C(=O)NC2CCCC2)c2ccc(N3CCOCC3)cc2)cc1 (stereo not given)	-1%	-13%	-3%	-9%	-6%	-7%	5%	-6%
CCOC(=O)c1sc(N2N=C(C)/C(=C\c3ccc(OCC(=O)OC)cc3)C2=O)nc1C	-2%	14µM*	-5%	?	5%	4%	-5%	22µM*
CCOC(=O)c1ccc(NC(=O)C2(c3ccccc3)CCCC2)cc1	0%	-3%	2%	-1%	7%	1%	-41%[inhibitor]	10%
Cc1c(C(=O)O)sc(=S)n1CCOc1ccccc1	-3%	2%	i	?	1%	-1%	-13%	-1%
Cc1cc(NC(=O)c2cccs2)ncc1NC(=O)c1cccc(F)c1	0%	-5%	18%	·	16%	-3%	?	?
Cc1noc(C)c1-c1nnc(-c2ccc(C(F)(F)F)cc2)o1	1%	5%	-9%	·	3%	1%	·	5%
CCCCCCc1c(C)nc(-n2[nH]c(C)c(CCO)c2=O)[nH]c1=O	1%	-3%	-5%	-4%[46 µM]	3%	6%	2%	-18%
CC(C)NC(=O)N1CC2(CCN(C(=O)c3ccco3)CC2)C1	·	?	-4%	·	8%	·	14%	·
CCc1nnc(NC(=O)c2cccc(S(=O)(=O)N(C)c3ccccc3)c2)s1	2%	-26%	-7%	4%	-3%	-20%	-2%	-2%
COc1ccc(C2C(C#N)=C(N)Oc3cc(C)[nH]c(=O)c32)cc1OC (stereo not given)	-1%	·	-6%	·	6%	2%	·	6%
O=C(CSc1nnc(Cc2ccccc2)o1)c1ccc(F)cc1	-2%	·	1%	·	2%	1%	·	6%
COc1cc(C2C3=C(Nc4nc(N)[nH]c(=O)c42)c2ccccc2C3=O)ccc1O (stereo not given)	-10%	·	-1%	·	-17%	3%	·	-6%
COc1c(Cl)cccc1-c1cn2ccc(C)cc2n1	-2%	·	-7%	·	1%	1%	·	?
Cn1c(=O)c(-c2ccc(Cl)cc2)nc2cnc(OCc3ccccc3)nc21	·	?	-12%	?	-5%	·	·	·
COc1ccc(CC(=O)NNC(=O)CSc2nnc(C)n2-c2ccccc2)cc1	0%	9%	-9%	3%	1%	-2%	-1%	6%
Cc1ccc2c(Cl)c(C(=O)NCc3cccnc3)sc2c1	-1%	12%	-7%	46%	3%	2%	6%	-4%
CC1CN(c2ccc([N+](=O)[O-])cn2)CC(C)O1 (stereo not given)	-3%	·	-8%	·	1%	4%	·	0%
N#Cc1c(NC(=O)CSc2n[nH]c(N)n2)oc(-c2ccccc2)c1-c1ccccc1	-1%	?	-20%	?	-7%	-4%	-1%	-3%
Cc1cc(C)nc(NC(=O)/C=C/c2ccc(Cl)cc2)n1	-2%	-2%	-7%	·	9%	2%	·	-8%
COc1ccc(N2CCN(CC(O)c3c[nH]c4ccc(OC)cc34)CC2C)cc1 (stereo not given)	-2%[53 µM]	-3%	-9%	?	-8%	-31%[53 µM]	-3%	?
CCC(=O)N(C)C(c1ccccc1Cl)c1nnnn1-c1c(C)cccc1C (stereo not given)	-2%	5%	-1%	4%	-10%	-5%	-8%	-5%
Cc1ccccc1C(=O)Nc1ccccc1-n1cccc1	1%	4%	-4%	25%	7%	-13%	-19%	7%
COc1ccc(OC)c(/C=N\NC(=O)c2ccc(=O)n(C)c2)c1	-2%	-14%	-5%	-10%	14%	-3%	-18%	?
Cc1ccc(-c2noc(CCC(=O)Nc3ccccc3N3CCN(C)CC3)n2)cc1	-4%	12%	11%	9%	-3%	-1%	-21%	0%
CCOC(=O)C1(CCCc2ccccc2)CCN(Cc2cnn(C)c2)CC1	-2%	?	-2%	4%[46 µM]	4%	-5%	·	-8%
CCC(C)N1C(=O)N(C)C2NC(=O)NC21 (stereo not given)	1%	6%	i	5%[46 µM]	20%	-7%	7%	8%
Cc1ccc(-c2cc(-c3ccccc3)c(C#N)c(N)n2)o1	2%	?	-8%	?	-8%	-5%	0%	?
O=C(NCc1cccs1)c1cccn2c(=O)c3sccc3nc12	1%	?	0%	·	2%	-4%	-33%[inhibitor]	?
CCCCCc1cc(=O)oc2c(C(CCN3CCCC3)c3ccc(N(C)C)cc3)c(OC)cc(OC)c12 (stereo not given)	-3%	·	-14%	·	-9%	-10%	·	?
Cc1noc(C)c1C(=O)N1CCC[C@@]2(CCN(c3ccccn3)C2)C1	·	-12%	-5%	·	4%	·	-10%	·
O=C(Oc1ccc2ccc(=O)oc2c1)N1CCOCC1	0%	?	-3%	16%	1%	3%	-2%	?
COc1ccc(S(=O)(=O)N2CCCCC2)cc1	0%	5%	-4%	?	7%	-9%	-19%	-6%
Cc1cc(C)nc(SCC(=O)c2ccc(O)cc2O)n1	-2%	11%	-2%	-5%	1%	-5%	-8%	-2%
Cc1cccc(C(=O)NNC(=O)c2ccc(F)cc2)c1	-1%	-1%	7%	-9%	-8%	-14%	?	3%
Cc1c(C(=O)NC(=S)Nc2ccc(NC(=O)c3cccs3)cc2)oc2ccccc12	-27%	1.3µM*	-16%	11%	-59%	2%	-18%	6%
CCOC(=O)c1cc(OC(=O)c2ccccc2OC)n(-c2ccccc2)n1	-8%&-1%	-5%	-1%	0%	-12%	8%&9%	6%&-2%	-10%

An excerpt from above with just RECQ1 helicase.
mol,RECQ1 helicase
O=C(Oc1ccc2ccc(=O)oc2c1)N1CCOCC1,-3%
COc1ccc(S(=O)(=O)N2CCCCC2)cc1,-4%

Continued:
SMILES	TR SRC2 fluor cs	ALDH1A1 block	RECQ1 helicase	LMNA splice mod	RGS12 GoLoco inh	TRb SRC2 PPI	SMN2 splice up	JMJD2E inh
O=C(Cn1cnc2c(nnn2Cc2ccc(Cl)cc2)c1=O)N1CCCc2ccccc21	-3%	22µM*	-1%	-2%	6%	-1%	-14%	4%
COc1ccc(C(=O)Nc2sc(C)c(-c3ccccc3)c2C#N)cc1OC	1%	?	-7%	?	10%	-5%	-10%	?
CCOC(=O)C1(CC2CC2)CCN(Cc2ccc3cccc(F)c3n2)CC1	-5%	-6%	10%	-8%[46 µM]	9%	6%	·	-2%
COc1ccc(NS(=O)(=O)c2cccc(NC(=O)NC3CCCCC3)c2)cc1	-2%[53 µM]	?	-12%	?	6%	8%[53 µM]	-17%	2%
CC1(C)O[C@@H]2[C@@H](CO[C@@]3(COS(N)(=O)=O)OC(C)(C)O[C@@H]23)O1	-2%	·	1%	·	10%	-3%	·	-14%
CCc1ccc(C(=O)CSC2=C(C#N)C(c3ccco3)C(C(C)=O)=C(C)N2)cc1 (stereo not given)	5%	?	-20%	3%	24%	6%	3%	-12%
O=C(NCc1n[nH]c(=S)n1-c1cccc(Cl)c1)c1ccc(S(=O)(=O)N2CCCC2)cc1	1%	4.5µM*	-7%	9%	2%	10%	?	-12%
CCN(CC)c1ccc(N=Nc2nn(C)c(C)c2[N+](=O)[O-])cc1	-4%[53 µM]	-12%	-17%	11%	15%	4%[53 µM]	14µM*	0%
CN(C)CCSc1nnc2sc3ccccc3n12	4%	9%	?	2%	-4%	7%	10%	-2%
CCCCn1c(SCC(=O)c2ccc(OC)c(OC)c2)nc2cc(S(N)(=O)=O)ccc21	0%	?	i	13%	4%	-2%	-6%	-13%
CCOC(=O)C1(Cc2cccc(OC)c2)CCN(C(C)COC)CC1 (stereo not given)	-2%	-9%	14%	?	-25%	4%	·	8%
NC(=O)c1oc2ccccc2c1NC(=O)c1ccc(F)cc1	-3%	6%	-3%	-13%	5%	-8%	-1%	-5%
Cc1ccc(C)[n+](CC(=O)c2ccc(-c3ccccc3)cc2)c1	3%	-9%	25%	-8%[46 µM]	8%	3%	-29%	?
COc1cccc(-c2noc(C3CCCN(S(=O)(=O)c4cccc(Cl)c4C)C3)n2)c1 (stereo not given)	3%	3%	-8%	?	-1%	-1%	-14%	4%
COc1ccccc1Nc1nc(Cl)nc(NC(C)(C)C)n1	-1%	4%	i	-9%[46 µM]	-9%	8%	-7%	-3%
CC1(C)OC(=O)N(CCc2ccccc2)C1(C)O (stereo not given)	-5%	2%	-5%	-3%	1%	-5%	16%	-1%
CCCCCCSC1=C(C#N)C(=O)NC2(CCCCC2)S1	-2%	-1%	7%	?	-7%	-1%	19%	-2%
CCOC(=O)C1=C(C)NC(C)=C(C(=O)OCC)C1c1ccccc1C=CC(=O)OC(C)(C)C	-2%	·	·	?	0%	13%	·	·
COc1ccc(C(=O)N(c2ccccc2)C2C=CS(=O)(=O)C2)cc1 (stereo not given)	-5%	-4%	-1%	-5%	2%	1%	30%	-5%
Cc1cnc(NC(=O)C2(c3ccccc3)CC2)s1	-4%	-6%	-2%	?	6%	-2%	8%	6%
Cc1ccc(NC(=S)c2nc3ccccc3s2)cc1	-2%	2%	i	7%	1%	-3%	?	2%
Cc1ccc(CCP(=O)(O)CN2CCOCC2)cn1	1%	11%	4%	-5%	4%	-6%	12%	1%
Cc1ccc(C(C(=O)NCc2ccco2)N(C(=O)Cc2cccs2)c2cccnc2)cc1 (stereo not given)	-2%	-5%	i	?	14%	0%	2%	1%
CCOc1ccc(-c2ccc(SCC)nn2)cc1	-1%	-16%	29%	-2%[46 µM]	23%	-1%	4.5µM*	?
CCOc1ccc(NC(=O)C(=O)N/N=C/c2cccnc2)cc1	-2%	·	5%	·	2%	-3%	·	-1%
Cn1c(=O)c(C(=O)NCCO)c(O)c2ccccc21	2%	-5%	-4%	-12%	9%	4%	20%	?
NC(=NCCc1ccccc1)NS(=O)(=O)c1cccs1	1%	0%	-3%	·	0%	0%	-2%	2%

Screening results: PubChem BioAssay, National Center for Advancing Translational Sciences (NCATS)

This is a subset; rates above refer to the full screens.
